# ERG Ets-DNA blk = blocks human ERG Ets domain binding to DNA; actives 0.028% (n = 370,000); Potency, µM (highest dose often 76.9 µM), without a hit: at the highest dose FP activity, negative = inhibition, usual class: inhibitors; AID 624246; fluorescence polarization, His-ERG Ets domain / labelled DNA; active means well fitted inhibition curve with a large enough effect in the polarisation, with a control signal flat; inconclusive means small, poorly fitted or top-dose-only effect, or effect the other way, or a change in a side signal; inactive means no such curve, though single readings can be large or run the other way; the % refers to the polarisation;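 further: polarization taken with two DNA probes labelled with fluorescein and Texas red; potency means the concentration at half of the fitted maximal effect; % of control where 0% means no effect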
#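 His-tagged ERG Ets domain (1 uM in the protein solution; 300mM KCl, 50mM Tris-HCl, 1mM EDTA, 1mM DTT, pH 7.5) received compound, then a probe mix of 5 nM fluorescein-DNA and 100nM Texas-615-DNA. Fluorescence polarization was read for both dyes.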
# BLM inh = Bloom syndrome helicase (human) inhibition. P54132. recombinant BLM DNA unwinding, fluorescence dequenching. Potency, µM (highest dose often 56.1 µM), for inactives: top-dose activity change, negative = inhibition, actives largely listed as inhibitors. actives 0.2% (n = 350,000);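 further: potency means the concentration at half of the fitted maximal effect; plate controls were vehicle for no effect and no enzyme for full effect; nearly all actives have a fitted effect of over 35% in size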
# POLI inh = DNA polymerase iota (human) inhibition. Potency, µM (top dose mostly 115 µM), for inactives: at the highest dose activity, negative = inhibition, most hits filed as inhibitors. Q9UNA4. actives 1% (n = 390,000). Pol iota fluorescent replication assay, 10 min; further: potency means the concentration at half of the fitted maximal effect
#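 Fluorescent replication assay read twice, at 0 min and 10 min after adding 50 nM (final) substrate. Enzyme (10 nM) and compounds were first incubated 15 min at room temperature; enzyme-free buffer wells were negative controls.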
# APEX1 inh = blocks human APE1 abasic DNA cleavage; P27695; recombinant APE1, TAMRA/BHQ-2 abasic DNA cleavage fluorescence; Potency, µM (titrated, usually from 65.8 µM), for inactives: top-dose activity change, negative = inhibition, usual class: inhibitors; actives 0.35% (n = 350,000); AID 2517;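 further: potency means the concentration at half of the fitted maximal effect; plate controls were vehicle for no effect and reference inhibitor for full effect; nearly all actives have a fitted effect of over 55% in size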
#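 Compound pre-exposure to 0.75 nM APE1, 15 min at ambient temperature. Reaction initiated with 50 nM TAMRA/BHQ-2 THF substrate, read immediately in kinetic mode, 525 nm excitation, 598 nm emission.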
# ALOX12 inh = blocks human arachidonate 12S-lipoxygenase; purified 12hLO, xylenol orange hydroperoxide absorbance; Potency, µM (series often up to 108 µM), without a hit: top-dose activity change, negative = inhibition, most hits filed as inhibitors; actives 1.1% (n = 580,000); further: potency means the concentration at half of the fitted maximal effect; on the % scale 0 is the no-effect control and ±100 the full control effect
#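 Hydroperoxide product was detected by ferrous iron/xylenol orange as the 573 to 405 nm absorbance ratio. Arachidonic acid at 40 uM (final) was turned over for 30 min at room temperature by 150 nM human 12hLO, pH 7.0 Hepes buffer, after 15 min compound preincubation.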
# TRHR ag = agonists of human TRH receptor. P34981. TRHR cells, calcium flux fluo-8, FDSS agonist mode. activation, % at 2 µM. actives 0.18% (n = 360,000); in the data active means activation above about 30%; further: 0% is about no effect
#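 Steps: seed TRHR cells overnight; add fluo-8 no-wash Ca dye, RT 30 min–1.5 h; record 10 s baseline; pin-transfer compounds; monitor fluorescence 1 cycle/s for the agonist window. Calcium increases flag candidate agonists.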
# Pol beta inh = inhibitors of human DNA polymerase beta; Potency, µM (series often up to 114 µM), without a hit: at the highest dose activity change, negative = inhibition, usual class: inhibitors; P06746; Pol beta primer extension/strand displacement, fluorescence kinetic; actives 1.3% (n = 340,000); further: potency means the concentration at half of the fitted maximal effect; on the % scale 0 is the no-effect control and ±100 the full control effect
#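 Reaction started by 50 nM substrate onto compound-treated Pol beta (10 nM, 15 min preincubation, room temperature); plates read at 0 min and 10 min. Normalized concentration-effect data fitted by four-parameter Hill equation.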
# Pol kappa inh = blocks human DNA polymerase kappa activity. Q9UBT6. purified Pol kappa, fluorescent DNA synthesis assay, 10 min. Potency, µM (top dose mostly 107 µM), inactives show top-dose activity, negative = inhibition, usual class: inhibitors. actives 0.53% (n = 400,000); further: potency means the concentration at half of the fitted maximal effect; on the % scale 0 is the no-effect control and ±100 the full control effect
# Target sequence (Q9UBT6 whole entry, looked up): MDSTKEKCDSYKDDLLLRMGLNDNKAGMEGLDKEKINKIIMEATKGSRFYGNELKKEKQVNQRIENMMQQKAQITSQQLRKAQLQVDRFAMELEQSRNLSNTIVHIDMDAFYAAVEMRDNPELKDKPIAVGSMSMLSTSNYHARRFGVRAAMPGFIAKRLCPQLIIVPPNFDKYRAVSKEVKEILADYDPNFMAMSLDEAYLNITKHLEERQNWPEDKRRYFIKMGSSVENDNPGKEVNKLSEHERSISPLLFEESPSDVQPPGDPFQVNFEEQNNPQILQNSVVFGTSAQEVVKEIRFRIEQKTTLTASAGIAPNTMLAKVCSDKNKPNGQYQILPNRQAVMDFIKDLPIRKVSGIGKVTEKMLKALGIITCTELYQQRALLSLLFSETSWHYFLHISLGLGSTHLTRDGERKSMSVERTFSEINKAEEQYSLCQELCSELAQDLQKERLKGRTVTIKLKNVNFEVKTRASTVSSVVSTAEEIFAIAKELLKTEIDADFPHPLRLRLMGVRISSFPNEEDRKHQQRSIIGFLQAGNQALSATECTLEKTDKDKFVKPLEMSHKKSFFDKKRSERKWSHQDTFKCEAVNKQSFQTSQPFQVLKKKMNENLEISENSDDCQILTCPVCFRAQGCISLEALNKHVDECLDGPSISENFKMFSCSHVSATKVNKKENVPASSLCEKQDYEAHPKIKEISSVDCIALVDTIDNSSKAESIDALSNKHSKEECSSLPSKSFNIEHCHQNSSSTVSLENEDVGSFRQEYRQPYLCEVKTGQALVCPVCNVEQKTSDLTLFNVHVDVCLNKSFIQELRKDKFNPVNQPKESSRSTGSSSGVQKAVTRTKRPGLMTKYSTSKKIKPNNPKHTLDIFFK
#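 10 nM Pol kappa was preincubated with compounds for 15 min at room temperature. Reaction started with 50 nM (final) substrate. Fluorescence read kinetically at 0 and 10 min.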
# Anesthetic bind = candidate novel general anesthetic via apoferritin binding; P02791; apoferritin/1-aminoanthracene competitive binding, fluorescence; Potency, µM (doses to about 77.5 µM), for inactives: top-dose activity change, negative = displacement, most hits filed as inhibitors; actives 0.074% (n = 350,000); AID 485281; further: potency means the concentration at half of the fitted maximal effect; on the % scale 0 is the no-effect control and ±100 the full control effect; nearly all actives have a fitted effect of over 20% in size
# Target sequence (P02791 2-175 limits assumed): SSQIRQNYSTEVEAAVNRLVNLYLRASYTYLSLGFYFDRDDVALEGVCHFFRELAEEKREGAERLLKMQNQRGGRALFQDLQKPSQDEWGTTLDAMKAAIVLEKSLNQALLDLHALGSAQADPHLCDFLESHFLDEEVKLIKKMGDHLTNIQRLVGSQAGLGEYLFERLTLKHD
#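 Steps: apoferritin (10 uM) was premixed with half-saturated 1-AMA in PBS, compounds were pin-transferred, plates stood 10 min at room temperature, fluorescence was read at 380/535 nm, and curves were fitted with a Hill equation.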
# * = called active by the depositor; ? = inconclusive; . = not tested or not shown; [ ] = remark or other dose. Unless noted, the call rests on the fitted dose curve; in most records, active means well fitted curve in the direction sought with a large enough effect; inconclusive means small, poorly fitted or top-dose-only effect, or another doubt; inactive means no such curve, though single readings can be large; an effect the other way counts as inactive or inconclusive. The list is partial; count on the stated rates, not on these rows.
SMILES,ERG Ets-DNA blk,BLM inh,POLI inh,APEX1 inh,ALOX12 inh,TRHR ag,Pol beta inh,Pol kappa inh,Anesthetic bind
CC1CC(C)CN(CCCNC(=O)c2ccc3nc(N4CCCCC4)sc3c2)C1 (stereo not drawn),-14.7%,-1.7%,-3.4%,5.6%,8.4%,0.7,14.9%,12.0%,-6.1%
COc1ccc(Br)c(C(=O)N(C)CC(=O)Nc2ccc(N3CCOCC3)cc2)c1,-7.1%,.,36.2%[activator],10.3%,-16.6%,0.2,.,-14.8%,.
CC(C)C(=O)Nc1nc(-c2ccc([N+](=O)[O-])cc2)cs1,1.7%,-10.6%,-16.3%,14.4%,0.4%,-0.9,17.4%,-12.0%,-6.1%
COc1ccc(S(=O)(=O)N2CCCCCC2)cc1C(=O)N1CCN(c2ccccc2O)CC1,0.0%,.,21.6%,10.1%,-24.0%,-0.3,.,0.2%,.
Cn1c(N)c(C(=O)CSc2nn(-c3ccccc3)c(=S)s2)c(=O)n(C)c1=O,-0.6%,.,20.1%,-18.0%,8.2%,0.3,.,1.1%,.
CN1CCN(c2ncc3ncc(=O)n(CCC#N)c3n2)CC1,.,-3.7%,.,-3.8%,?,.,.,1.6%[60.1 µM],.
COc1ccccc1-n1c(C)nc(=O)c(-c2ccccc2)c1C,-0.7%,-0.5%,8.9%,0.8%,11.0%,0.3,7.5%,2.2%,20.7%
O=C(CN1CCCN(Cc2ccc(F)cc2)S1(=O)=O)NC1CCCC1,-1.0%,-3.3%,-11.3%,4.1%,-1.8%,-0.6,8.6%,-7.1%,4.1%
Cc1cccc(N2CN(Cc3cccnc3)CNC2=S)c1C,3.7%,1.7%,17.1%,-2.5%,-6.2%,0.1,-22.0%,-15.9%,-3.8%
C=CCn1c(-c2sc3nc(C)cc(C)c3c2N)n[nH]c1=S,8.9%,-2.8%,0.0%,-1.6%,?,-0.5,?,-3.0%,154.9%[activator]
COc1ccc(CNc2cc(-c3cccnc3)ncn2)c(OC)c1,.,-7.0%,.,-0.8%,-59.3%,.,.,3.7%[60.1 µM],.
c1ccc(-n2ncc3c(NCc4ccco4)ncnc32)cc1,-3.1%,0.2%,2.2%,-2.3%,?,0.1,-22.2%,-2.6%,34.9%
Cc1ccc(-c2cc(C)nc3ncnn23)cc1,-2.7%,2.0%,-6.9%,-0.6%,9.5%,-0.2,28.5%,5.2%,-10.5%
COc1cccc(C(=O)NCCc2csc(-c3cccc(F)c3)n2)c1OC,0.5%,-2.0%,22.8%,.,-24.7%,-0.7,-27.5%,-6.5%[60.1 µM],-13.7%
Cc1ccc(NC(=O)c2ccccc2[N+](=O)[O-])nc1,-6.3%,0.3%,-13.9%,3.7%,-2.6%,-0.3,11.0%,4.0%,-4.9%
CC1(C)N(O)CC(c2cccs2)=[N+]1[O-],-1.9%,-2.6%,16.5%,-1.4%,23.3%,0.6,1.7%,-3.2%,-12.1%
COc1ccc(CNC(=O)c2cc3c(=O)n(Cc4cccnc4)ccc3nc2C)cc1,-0.8%,1.6%,6.0%,.,-18.5%,0.5,0.6%,0.0%,-9.5%
CN(Cc1ccccc1)c1oc(-c2ccco2)nc1C#N,-10.5%,-3.0%,-1.6%,?,13.8%,-0.4,-8.3%,-6.7%,-16.0%
O=[N+]([O-])c1ccccc1S(=O)(=O)N1CCN(c2ccccn2)CC1,0.4%,-4.4%,11.7%,-19.7%,99.7%[activator],0.4,34.3%,12.6%,?
COc1cc(C=O)ccc1OCCSc1ccc(Cl)cc1,-2.0%,-9.9%,-19.5%,-4.1%,0.3%,0.8,5.5%,-2.0%,?
O=C(Nc1ccnn1C1CCN(Cc2ccn[nH]2)CC1)c1ccccc1,-20.1%,-0.9%,17.8%,44.6%,0.0%,-1.7,3.5%,-2.8%,-7.8%
O=C1CC(C(=O)N2CCN(c3ccccc3O)CC2)CN1Cc1ccccc1 (stereo not drawn),6.1%,.,10.7%,19.5%,4.2%,-0.2,.,-0.2%,.
COc1ccc(C(=O)N2CCC(c3ccncc3)CC2)cc1OC,-3.5%,0.7%,21.0%,.,-2.3%,0.4,5.1%,2.1%[60.1 µM],-6.8%
CCCn1cc(S(=O)(=O)c2ccc(C)c(C)c2)c(=O)c2cc(F)c(N3CCCCC3)cc21,5.1%,0.1%,?,.,2.1%,-0.5,-2.3%,-44.8%,4.1%
Cc1cc(C)c2cc(C(=O)N3CCC(N4CCCCC4)CC3)[nH]c2c1,12.1%,2.4%,14.3%,-8.2%,?,0.6,7.3%,-1.3%,-9.0%
COc1ccc(C(=O)Nc2cc(C(C)C)c(O)c(S(=O)(=O)c3ccc(Cl)cc3)c2C)cc1,-1.5%,-4.0%,-15.2%,.,-21.5%,0.2,4.4%,0.2%,-1.9%
CC(NC(=O)Cc1ccc(S(=O)(=O)N2CCOCC2)s1)c1ccc(Br)cc1 (stereo not drawn),-7.5%,.,20.5%,.,208.4%[activator],.,.,-29.0%,.
CCOC(=O)c1cc(NC(=O)Nc2ccccn2)c(C)nc1C,12.5%,3.5%,-7.1%,0.3%,-5.2%,-0.9,26.4%,-14.1%,-5.3%
CC(=O)Nc1ccc(NC(=O)CCN2C(=O)c3ccccc3C2=O)cc1,2.5%,-8.9%,20.0%,11.0%,?,-0.4,12.3%,20.0%,-11.2%
COC(=O)c1cc(-c2ccc(C)o2)nc2ccccc12,2.2%,-2.9%,?,?,6.31µM*,-0.8,?,?,12.8%
COC(=O)c1c(NC(NC(=O)C(C)C)C(Cl)(Cl)Cl)sc2c1CCCC2 (stereo not drawn),-17.3%,-12.0%,19.9%,-2.1%,-21.4%,-0.5,17.9%,7.6%,-12.2%
Cc1c(S(=O)(=O)N2CCN(c3ccc(F)cc3)CC2)c(=O)n(C)c(=O)n1C,-2.6%,-0.2%,13.5%,5.8%,-2.3%,-0.7,4.2%,-11.4%,-5.6%
C[C@@H]1C(=O)O[C@@H]1[C@@H](C)CO[Si](c1ccccc1)(c1ccccc1)C(C)(C)C,.,-5.1%,16.6%,4.0%,.,.,.,-12.0%,26.4%
N/C(=N\NC(=O)Nc1ccc(Cl)cc1)c1ccccn1,-3.9%,-4.0%,-6.2%[58.9 µM],2.1%,0.0%,0.3,-14.4%,-8.2%,3.4%
Cc1nn(Cc2noc(C(=O)NC(C)c3ccccc3)n2)c(C)c1Br (stereo not drawn),-1.0%,0.1%,36.1%[activator],.,-21.8%,-0.5,-1.6%,-21.5%,-5.5%
Cn1c(=O)c2c(nc(NCc3cccnc3)n2Cc2ccc(Cl)cc2)n(C)c1=O,-3.2%,-2.2%,4.2%,4.0%,0.0%,2.1,1.6%,0.2%,-9.9%
CCN(c1ccccc1)c1ncnc2c1cnn2-c1ccc(OC)cc1,-0.9%,-3.2%,-2.8%,.,2.6%,0.0,-1.8%,-9.1%[60.1 µM],-6.6%
COCCCNC(=O)CCc1nc(-c2ccccc2Cl)no1,-9.3%,-1.4%,8.7%,-1.9%,9.9%,0.0,6.0%,4.1%,-4.1%
CN(C(=O)c1ccc(NC(=O)Cc2cccc(NC(=O)C3CCN(C(=O)C4CCC4)CC3)c2)cc1)C1CCCC1,-3.9%,.,0.5%,5.1%,-2.8%,0.2,.,-17.2%,.
Cc1ccc(NC(=O)COC(=O)Cc2cccs2)c(Br)c1,2.9%,-3.8%,20.7%,27.1%,-24.4%,-0.9,-22.8%,-14.1%,-16.7%
O=C(Nc1ccccc1)O/N=C/c1ccccc1Cl,.,9.1%,21.5%,3.5%,.,-0.5,-1.7%,-12.6%[60.1 µM],?
COc1ccc(CCNC(=O)c2cc3c(-c4ccccc4F)nn(C)c3s2)c(OC)c1,0.8%,0.3%,32.1%[activator],.,-9.8%,0.0,35.3%,1.5%,48.8%[activator]
Cc1ccc(/C=C(/C#N)c2nc(CCN3C(=O)c4ccccc4C3=O)cs2)cc1,-6.1%,-2.8%,16.1%,-3.8%,-14.8%,-0.4,1.7%,0.6%,-15.8%
CC(=O)N1CCCc2cc(S(=O)(=O)NCc3ccc(C)cc3)ccc21,-0.1%,-7.4%,0.8%,7.4%,-6.8%,-0.5,6.6%,0.8%,-8.6%
CCCCOc1ccc(C(=O)N(Cc2nc(-c3ccc(Cl)cc3)no2)C(C)C)cc1,0.6%,-8.6%,13.2%,.,-16.2%,3.6,0.1%,-7.2%,79.4%[activator]
CN1C(=O)c2cccc3c(N(C)C)ccc(c23)C1=O,-3.3%,-1.9%,16.6%,-18.1%,1.5%,44.4*,?,-4.8%,-3.3%
NNC(=O)CCCCCCCCCCOCCCCO,-5.4%,-5.5%,50.2%[activator],-1.8%,6.9%,0.8,4.9%,-14.9%,-6.3%
O=C(NCc1ccon1)C1CCC(=O)N(CCc2ccc(Cl)cc2)C1 (stereo not drawn),3.5%,-0.7%,13.5%,8.0%,0.0%,-0.1,28.2%,-10.6%,-2.7%
COC(=O)c1ccccc1NC(=O)CSc1nnc(C(CO)NC(=O)c2ccccc2)n1C (stereo not drawn),.,2.5%,?,-5.5%,13.3%,0.5,5.2%,-7.3%,-9.8%
CC(=O)Nc1ccc(NC(=O)CCCn2cnc3ccccc3c2=O)cc1,-0.4%,-0.8%,38.1%[activator],2.7%,?,1.5,2.1%,0.4%,4.7%
Cc1ccc(C(C)C)c(OCc2nn(CC(=O)c3ccc(Cl)cc3)c3[n+]2CCCCC3)c1,3.3%,58.9%[activator],67.5%[activator],-4.6%,-14.2%,-1.3,0.2%,4.2%,-21.8%

# Source: PubChem BioAssay (National Center for Advancing Translational Sciences (NCATS))
